pPAFAH FP inh: inhibitors of human plasma PAF acetylhydrolase (pPAFAH) | inhibition, % at 3.39 µM | Q13093 | 1.5% of 330,000 active | recombinant pPAFAH, FP-rhodamine probe fluorescence polarization;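 active = inhibition above the mean inhibition across the screen plus 3 SD, cut at about 25% in these data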;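 also: inhibitors block binding of the rhodamine activity-based probe so polarization drops; 0% = enzyme with DMSO and 100% = wells lacking pPAFAH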
PREPL inhibitor: human PREPL enzyme inhibition | 0.68% of 320,000 active | inhibition, % at 5.96 µM | Q4J6C6 | recombinant PREPL, fluorescence polarization activity-based probe; in the data active = inhibition above about 43%;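 also: 0% = enzyme with DMSO and 100% = wells lacking enzyme; many of its hits are not listed in these tables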
PAFAH1B3 inh: inhibitors of human PAFAH1B3 | recombinant PAFAH1B3, FP-rhodamine probe, fluorescence polarization | inhibition, % at 3.39 µM | 0.28% of 340,000 active;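 active = inhibition above the screen-wide average of all tested compounds plus 3 SD, cut at about 25% in these data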;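 also: 0% = enzyme with DMSO only and 100% = wells lacking PAFAH1B3 protein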
Target sequence (Q15102 whole entry, looked up): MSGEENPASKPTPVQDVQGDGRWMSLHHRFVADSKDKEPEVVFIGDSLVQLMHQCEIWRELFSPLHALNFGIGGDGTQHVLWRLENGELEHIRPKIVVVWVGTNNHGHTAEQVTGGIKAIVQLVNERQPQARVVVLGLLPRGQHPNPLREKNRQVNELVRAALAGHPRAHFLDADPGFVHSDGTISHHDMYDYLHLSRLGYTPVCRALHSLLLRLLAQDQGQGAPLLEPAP
PAFAH2 FP inh: PAFAH2 (human) inhibition; Q99487; recombinant PAFAH2, FP-rhodamine activity probe, fluorescence polarization; inhibition, % at 3.39 µM; 0.99% of 340,000 active; AID 492956;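 active = inhibition above the mean over all tested compounds plus 3 SD, cut at about 30% in these data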;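 also: inhibitors block probe labeling of enzyme so polarization drops; 0% = enzyme with DMSO and 100% = wells lacking PAFAH2 protein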
GSTO1 inh: blocks human GSTO1 in RBBP9 counter-screen | P78417 | inhibition, % at 5.96 µM | 1.1% of 300,000 active | recombinant GSTO1, activity-based probe fluorescence polarization;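 active = inhibition above the campaign mean inhibition plus 3 SD, cut at about 35% in these data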;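 also: 0% = GSTO1-1 with DMSO and 100% = wells lacking GSTO1-1 enzyme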
Target sequence (P78417 whole entry, looked up): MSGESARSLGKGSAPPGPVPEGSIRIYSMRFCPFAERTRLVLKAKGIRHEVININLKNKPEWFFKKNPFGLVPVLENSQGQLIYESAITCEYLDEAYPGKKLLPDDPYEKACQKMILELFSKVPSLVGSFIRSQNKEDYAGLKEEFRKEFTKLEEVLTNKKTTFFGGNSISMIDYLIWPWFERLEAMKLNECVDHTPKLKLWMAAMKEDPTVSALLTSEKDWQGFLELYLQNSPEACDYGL
PAFAH1B2 FP inh: inhibitors of human PAFAH1B2; P68402; recombinant PAFAH1B2, FP-rhodamine activity probe, fluorescence polarization; inhibition, % at 3.39 µM; 1.2% of 340,000 active; AID 492953;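 active = inhibition above the mean of all tested compounds plus 3 SD, cut at about 24% in these data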;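 also: 0% = enzyme with DMSO and 100% = wells lacking PAFAH1B2; many of its hits are not listed in these tables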
Target sequence (P68402 whole entry, looked up): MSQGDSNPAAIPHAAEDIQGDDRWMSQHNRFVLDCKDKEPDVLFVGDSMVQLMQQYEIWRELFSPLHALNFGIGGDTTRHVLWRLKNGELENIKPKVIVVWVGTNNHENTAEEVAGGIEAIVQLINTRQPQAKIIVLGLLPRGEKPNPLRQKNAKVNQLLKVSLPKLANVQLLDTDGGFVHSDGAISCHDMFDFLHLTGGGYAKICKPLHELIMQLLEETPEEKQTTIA
PAD4 FP inh: PAD4 (human) enzyme inhibition | inhibition, % at 6.36 µM | Q9UM07 | 0.41% of 330,000 active | recombinant PAD4, RCA probe fluorescence polarization;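 active = percent inhibition above a cutoff equal to the mean of all tested compounds plus 3 SD, cut at about 15% in these data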;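 also: 0% = PAD4 with RCA probe and DMSO and 100% = probe without PAD4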
LYPLA1 counter: counter-screen for PME1 inhibitors: inhibitors of human LYPLA1; O75608; recombinant LYPLA1, FP-Rh probe fluorescence polarization; inhibition, % at 5.9 µM; 0.16% of 320,000 active;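 active = inhibition above the mean of all tested compounds plus 3 SD, set per campaign, cut at about 14% in these data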;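 also: inhibitors block serine hydrolase probe labeling of LYPLA1 so polarization falls; 0% = enzyme with DMSO and 100% = wells lacking LYPLA1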
Target sequence (O75608 whole entry, looked up): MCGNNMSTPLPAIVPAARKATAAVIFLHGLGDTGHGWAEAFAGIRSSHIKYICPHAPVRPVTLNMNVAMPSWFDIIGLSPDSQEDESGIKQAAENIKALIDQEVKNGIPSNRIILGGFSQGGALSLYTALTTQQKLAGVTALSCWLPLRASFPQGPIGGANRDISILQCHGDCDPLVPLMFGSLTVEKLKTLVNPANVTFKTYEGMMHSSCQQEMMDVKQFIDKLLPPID
LYPLA2 counter: blocks human lysophospholipase 2, a PME1 counter-screen; inhibition, % at 5.9 µM; O95372; 0.38% of 320,000 active; AID 2177; recombinant LYPLA2, FP-Rh probe fluorescence polarization;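 active = inhibition above the screen-wide mean plus 3 SD, limit set per campaign, cut at about 26% in these data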;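 also: 0% = LYPLA2 with DMSO and 100% = wells lacking LYPLA2 enzyme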
Numbers without * were called inactive; . = no result given.

SMILES | pPAFAH FP inh | PREPL inhibitor | PAFAH1B3 inh | PAFAH2 FP inh | GSTO1 inh | PAFAH1B2 FP inh | PAD4 FP inh | LYPLA1 counter | LYPLA2 counter
CCOC(=O)N1CCC(NC(=O)c2cc(C(=O)Nc3ccc(S(=O)(=O)N4CCCCC4)cc3)ccc2CO)CC1 | 0 | 5 | -23 | -23 | -27 | -8 | -5 | -9 | -24
COc1ccccc1OCCSc1nnc(CNC(=O)c2ccco2)n1C | 2 | 6 | 3 | 1 | -1 | 1 | -5 | -2 | 3
COCCN1CC(=O)N2C(c3cccc(C)c3)c3[nH]c4ccccc4c3C[C@H]2C1=O (some centres undefined) | 4 | 5 | -1 | 7 | 12 | 3 | -2 | -4 | -2
CCCCN(CCCC)C(=O)CCS(=O)(=O)c1ccc2c(c1)n(C)c(=O)c(=O)n2C | -3 | -7 | -1 | 1 | 8 | 5 | 5 | 0 | 0
O=C(CN1C(=O)NC(Cc2c[nH]c3ccccc23)C1=O)NC1CC1 (centres undefined) | 3 | 6 | 5 | -2 | 5 | 6 | -3 | 3 | 1
CCOC(=O)c1ccc(NC(=O)CSc2nnc(C3CC3)n2CC)cc1 | 3 | 9 | -2 | 5 | -1 | 2 | -2 | -6 | -9
NC(=O)COc1ccc(NC(=O)c2ccccc2-c2ccccc2)cc1 | 2 | 17 | 2 | -2 | 3 | 2 | -1 | -1 | 1
COc1ccc(-n2c(SCC#N)nnc2-c2cccnc2)cc1 | -1 | 17 | 4 | 0 | -2 | 4 | -6 | 0 | -6
Cc1ccc(S(=O)(=O)N2CCOCC2)cc1C(=O)Nc1ccccc1N1CCOCC1 | -1 | 9 | 18 | -11 | . | 0 | 1 | 1 | -3
COC(=O)c1sc(N2C(=O)C(O)=C(C(=O)c3ccc(C)o3)C2c2ccco2)nc1C (centres undefined) | 12 | 4 | -2 | 6 | 2 | -1 | -11 | 0 | 0
Cc1ccc(C)c(S(=O)(=O)N2CCN(C(=O)Nc3ccccc3)CC2)c1 | 1 | -5 | 3 | 6 | 5 | 3 | 2 | -3 | -1
C=CCNC(=O)c1cnc(-c2ccccc2)nc1-c1ccccc1 | 3 | 4 | 10 | 1 | -1 | 4 | -3 | 3 | 3
CN1C(=O)c2ccccc2Sc2ccc(C(=O)O)cc21 | 5 | -2 | 5 | 5 | -1 | 5 | -3 | 6 | 2
COc1ccc(C(c2nnnn2CC2CCCO2)N2CCN(c3cccc(C)c3C)CC2)cc1 (centres undefined) | 2 | -9 | 4 | -1 | -2 | 1 | 7 | -2 | 0
COC(=O)c1c(NC(=O)c2cccnc2)sc(C(=O)N(C)C)c1C | 3 | -4 | 17 | 3 | 5 | 7 | 2 | 5 | -2
CC1(C)CC(=O)/C(=C(\O)CCCN2C(=O)c3ccccc3C2=O)C(=NCCO)C1 | 9 | 2 | 3 | -5 | 4 | 0 | -2 | -1 | 5
COc1ccc(-c2cc(C(=O)NN)[nH]n2)cc1OC | 1 | 13 | 5 | -4 | -3 | -2 | -8 | -10 | -4
Cc1ccc(/C(N)=N/OC(=O)CSc2ccccc2)cc1 | 5 | 3 | -1 | 5 | 4 | 7 | 1 | -2 | -6
CCOC(=O)c1sc(-c2ccccc2)cc1N | 6 | 11 | 3 | -1 | -1 | 2 | -4 | 4 | -7
O=C(O)c1cccc(NC(=O)c2ccc(Cl)c(S(=O)(=O)N3CCCCCC3)c2)c1 | 2 | -3 | 1 | 3 | -8 | -1 | -3 | -2 | -11
COC(=O)c1cccc(C23CC4(C2)[C@H](CN(Cc2cccnc2)[C@@H]4c2ccccc2)C3c2ccc(C(F)(F)F)cc2)c1 (some centres undefined) | 0 | 0 | . | . | 1 | . | 5 | 1 | -5
Cc1ccc(S(=O)(=O)Nc2ccc3c(c2)nc(C)n3C)cc1 | -6 | -7 | 6 | 2 | 0 | 5 | -3 | -1 | -3
C=C(C)Cc1c(C)c(C#N)c2nc3ccccc3n2c1NCCCN(C)C | -4 | 10 | . | . | -2 | . | 1 | -3 | -6
CC1(C)CCC(=O)N(c2ccc(OC(F)(F)F)cc2)C1=O | -5 | 17 | 3 | 5 | -1 | 1 | -5 | -5 | -3
N#C/C(=C\c1cccc(O)c1)c1nc2ccccc2o1 | 0 | 19 | 1 | 1 | -8 | 1 | -4 | -8 | -6
CC(C)CN1C(=O)C(=O)N(CC(=O)N(C)CC(=O)Nc2ccc(F)cc2)C1=O | 8 | 6 | -5 | 6 | . | 6 | 0 | 0 | -1
CCCOc1ccc(C(=O)NNC(=S)NC(=O)c2ccccc2[N+](=O)[O-])cc1 | 6 | 13 | 13 | 5 | 15 | 7 | 0 | -1 | 27*
COc1ccc(NC(=O)CCNS(=O)(=O)c2ccc3c(c2)c(=O)n(C)c(=O)n3C)cc1 | 1 | 14 | 0 | -4 | -6 | -1 | 1 | -1 | 4
CC1=C(C(=O)OCc2ccccc2)C(c2ccccc2Cl)NC(=O)N1CCCC(=O)O (centres undefined) | 4 | 1 | 0 | 0 | 3 | 2 | -2 | 0 | -1
CCOC(=O)Nc1cc(C(=O)OC)cc(C(=O)OC)c1 | 4 | 2 | 9 | -6 | 1 | 4 | -5 | 0 | 6
COc1cc(CNCc2ccc(C(=O)O)cc2)ccc1OCc1ccc(F)cc1 | 5 | 0 | 5 | 0 | 1 | 6 | 0 | 0 | -4
COCCn1c(SCC(=O)Nc2ccccc2C)nc2c(oc3ccccc32)c1=O | 5 | 1 | 0 | -2 | 4 | -2 | 5 | 0 | 5
O=C(Cc1c[nH]c2ccccc12)Nc1ccccc1N1CCOCC1 | 3 | 3 | 10 | 0 | -8 | -1 | -4 | -2 | 6
COc1cccc(N2CC(C(=O)Nc3ccc(C(=O)OC(C)C)cc3)CC2=O)c1 (centres undefined) | 25* | -2 | 9 | 3 | -9 | -3 | 1 | -4 | 5
CCn1c2ccccc2c2cc(NC(=O)c3ccc([N+](=O)[O-])cc3)ccc21 | 10 | 11 | 5 | 4 | 9 | 3 | 1 | 0 | 9
O=C(OCC(=O)N1N=C(c2ccc(Cl)cc2)CC1c1ccco1)c1ccco1 (centres undefined) | 2 | -75 | -4 | 6 | -3 | -2 | 3 | -1 | -2
Cc1ccc(NC(=O)C2(c3ccccc3)CCCC2)nc1 | 8 | -6 | 1 | 3 | 0 | 15 | 0 | 2 | 5
CN(C)c1ccc(/C=N/N=C2/NC(=O)/C(=C/c3ccc([N+](=O)[O-])cc3)S2)cc1 | 20 | 6 | 12 | -3 | 49* | 4 | 0 | -1 | 8
O=c1cc(CSc2nnc(-c3ccccc3)o2)c2ccccc2[nH]1 | 0 | -13 | 9 | -6 | -3 | 7 | -1 | 1 | -4
CC(C)N1CCN(C(=O)c2cccc(Cl)c2)CC1 | 4 | -2 | -2 | -2 | 0 | 6 | 1 | -5 | -2
Cc1onc(-c2ccccc2Cl)c1C(=O)N/N=C(\N)COc1ccc(Cl)cc1 | 4 | -29 | 5 | 0 | -11 | 16 | 3 | -1 | 3
COc1ccc(NC(=O)CSc2nnc(-c3cccnc3)o2)c(OC)c1 | 0 | 1 | 4 | 3 | 1 | 0 | 0 | -3 | -6
O=S(=O)(c1ccc(-c2cn3ccccc3n2)cc1)N1CCOCC1 | 12 | 3 | 3 | 5 | 1 | 1 | 3 | -2 | 0
Cc1ccc2occ(/C=N/NC(N)=S)c(=O)c2c1 | -3 | 12 | 6 | -8 | 23 | 6 | 0 | -2 | -3
CC(Cl)C(=O)Nc1c2c(nn1-c1ccccc1)CSC2 (centres undefined) | -1 | 16 | 8 | -5 | 10 | -1 | -7 | 3 | -1
Cc1nn(C(C)(C)C)c(OC(=O)c2ccc3c(c2)OCO3)c1S(=O)(=O)c1ccccc1 | 2 | 6 | 4 | 5 | -1 | -5 | -6 | 3 | 0
O=C1CN(C(=O)COc2ccc(Br)cc2Br)c2ccccc2N1 | 3 | -55 | 4 | -3 | 8 | 3 | 1 | -2 | 3
CCN(CC)CCOC(=O)C(c1ccccc1)C1CCCCC1 (centres undefined) | -5 | 3 | 12 | -7 | . | 10 | -6 | . | .
COc1ccc(C(=O)N2CCCC(CCC(=O)NCc3ccc(F)c(F)c3)C2)o1 (centres undefined) | 3 | 1 | -3 | -5 | -7 | 4 | -1 | 3 | 0
C/C(=N\NC(=O)c1ccccc1)c1ccc2c(c1)OCO2 | -2 | 10 | 4 | -3 | 16 | 8 | -5 | 0 | -9
O=C1C2C3C=CC(C3)C2C(=O)N1c1nc2ccccc2s1 (centres undefined) | 2 | -5 | 0 | 3 | 9 | -4 | -1 | 3 | 4
Nn1cnc2scc(-c3ccc(Cl)cc3)c2c1=O | -2 | -9 | 5 | 9 | -2 | 1 | 0 | -3 | 0
C/C(=N/NS(=O)(=O)c1ccc(CC(C)C)cc1)c1ccncc1 | 1 | -8 | 11 | 5 | -1 | 0 | 3 | -1 | -3
COc1ccc(/C=C/C(=O)C2CC2)cc1Cn1nc(C)c([N+](=O)[O-])c1C | 3 | 5 | 2 | 4 | -2 | 5 | 2 | 0 | 4
Cc1c(C(=O)N2CCOCC2)oc2ccc(Br)cc12 | 4 | 13 | 0 | 4 | 5 | -4 | 0 | -1 | -3
C/C(=N\NC(=O)c1n[nH]c2c1CCC2)c1cccs1 | 5 | 22 | 0 | 9 | -1 | 7 | -3 | -2 | -1
CCCCCCSc1ccc(-c2nc3ccc(C)cn3c2NCc2ccccc2)cc1OC | 26* | -2 | 15 | 6 | -3 | 3 | 0 | -5 | -8
Cc1nnc2n1N=CC=C(C(C)(C)C)S2 | -1 | 4 | 3 | -3 | -1 | 1 | -4 | -3 | 8
COc1cc(C)ccc1OCC(=O)NC1CCCCCC1 | 5 | 2 | 7 | -6 | . | 8 | 4 | -3 | -6
O=C(C[n+]1cc(-c2ccc(Cl)cc2)n2c1CCC2)Nc1nc(-c2ccc(F)cc2)cs1 | 8 | -33 | 1 | 4 | 0 | 2 | 5 | 1 | 0
Other records follow:
SMILES | pPAFAH FP inh | PREPL inhibitor | PAFAH1B3 inh | PAFAH2 FP inh | GSTO1 inh | PAFAH1B2 FP inh | PAD4 FP inh | LYPLA1 counter | LYPLA2 counter
COc1ccc(NC(=O)COC(=O)CCSc2ccccc2)cc1 | 22 | 24 | -3 | 2 | . | 9 | -1 | . | .
CCCNS(=O)(=O)c1ccc2c(c1)n(C)c(=O)n2C | 2 | 1 | 2 | 2 | -4 | 9 | 1 | 0 | -3
CC(C)c1ccc(NC(=O)COC(=O)CSc2nnc(N)s2)cc1 | 2 | -6 | -2 | 7 | 0 | -3 | 0 | 1 | 4
Cc1cc(C)c(CSc2ncnc3nc[nH]c23)c(C)c1 | -2 | -8 | 1 | 7 | 8 | 2 | 2 | -1 | 9

5 successive compounds out of the list so far:
SMILES | pPAFAH FP inh | PREPL inhibitor | PAFAH1B3 inh | PAFAH2 FP inh | GSTO1 inh | PAFAH1B2 FP inh | PAD4 FP inh | LYPLA1 counter | LYPLA2 counter
CCCCCCSc1ccc(-c2nc3ccc(C)cn3c2NCc2ccccc2)cc1OC | 26* | -2 | 15 | 6 | -3 | 3 | 0 | -5 | -8
Cc1nnc2n1N=CC=C(C(C)(C)C)S2 | -1 | 4 | 3 | -3 | -1 | 1 | -4 | -3 | 8
COc1cc(C)ccc1OCC(=O)NC1CCCCCC1 | 5 | 2 | 7 | -6 | . | 8 | 4 | -3 | -6
O=C(C[n+]1cc(-c2ccc(Cl)cc2)n2c1CCC2)Nc1nc(-c2ccc(F)cc2)cs1 | 8 | -33 | 1 | 4 | 0 | 2 | 5 | 1 | 0
COc1ccc(NC(=O)COC(=O)CCSc2ccccc2)cc1 | 22 | 24 | -3 | 2 | . | 9 | -1 | . | .

Not all compounds are listed; the hit share may differ from the screen's.
